Source: PubChem (National Center for Advancing Translational Sciences (NCATS))
BAZ2B inh – qHTS Assay for Inhibitors of BAZ2B. Potency, µM (series often up to 114 µM), without a hit: top-dose activity change, negative = inhibition, hits mostly inhibitors. Bromodomain adjacent to zinc finger domain protein 2B (Homo sapiens), Q9UIF8. AlphaScreen BAZ2B-H3K14Ac peptide displacement. AID 504333, 2011. hit rate 4.4% among 360,000; further: potency means the concentration at half of the fitted maximal effect; on the % scale 0 is the no-effect control and ±100 the full control effect; nearly all actives have a fitted effect of over 60% in size
Target sequence (Q9UIF8 whole entry, looked up, the tested form may be a part): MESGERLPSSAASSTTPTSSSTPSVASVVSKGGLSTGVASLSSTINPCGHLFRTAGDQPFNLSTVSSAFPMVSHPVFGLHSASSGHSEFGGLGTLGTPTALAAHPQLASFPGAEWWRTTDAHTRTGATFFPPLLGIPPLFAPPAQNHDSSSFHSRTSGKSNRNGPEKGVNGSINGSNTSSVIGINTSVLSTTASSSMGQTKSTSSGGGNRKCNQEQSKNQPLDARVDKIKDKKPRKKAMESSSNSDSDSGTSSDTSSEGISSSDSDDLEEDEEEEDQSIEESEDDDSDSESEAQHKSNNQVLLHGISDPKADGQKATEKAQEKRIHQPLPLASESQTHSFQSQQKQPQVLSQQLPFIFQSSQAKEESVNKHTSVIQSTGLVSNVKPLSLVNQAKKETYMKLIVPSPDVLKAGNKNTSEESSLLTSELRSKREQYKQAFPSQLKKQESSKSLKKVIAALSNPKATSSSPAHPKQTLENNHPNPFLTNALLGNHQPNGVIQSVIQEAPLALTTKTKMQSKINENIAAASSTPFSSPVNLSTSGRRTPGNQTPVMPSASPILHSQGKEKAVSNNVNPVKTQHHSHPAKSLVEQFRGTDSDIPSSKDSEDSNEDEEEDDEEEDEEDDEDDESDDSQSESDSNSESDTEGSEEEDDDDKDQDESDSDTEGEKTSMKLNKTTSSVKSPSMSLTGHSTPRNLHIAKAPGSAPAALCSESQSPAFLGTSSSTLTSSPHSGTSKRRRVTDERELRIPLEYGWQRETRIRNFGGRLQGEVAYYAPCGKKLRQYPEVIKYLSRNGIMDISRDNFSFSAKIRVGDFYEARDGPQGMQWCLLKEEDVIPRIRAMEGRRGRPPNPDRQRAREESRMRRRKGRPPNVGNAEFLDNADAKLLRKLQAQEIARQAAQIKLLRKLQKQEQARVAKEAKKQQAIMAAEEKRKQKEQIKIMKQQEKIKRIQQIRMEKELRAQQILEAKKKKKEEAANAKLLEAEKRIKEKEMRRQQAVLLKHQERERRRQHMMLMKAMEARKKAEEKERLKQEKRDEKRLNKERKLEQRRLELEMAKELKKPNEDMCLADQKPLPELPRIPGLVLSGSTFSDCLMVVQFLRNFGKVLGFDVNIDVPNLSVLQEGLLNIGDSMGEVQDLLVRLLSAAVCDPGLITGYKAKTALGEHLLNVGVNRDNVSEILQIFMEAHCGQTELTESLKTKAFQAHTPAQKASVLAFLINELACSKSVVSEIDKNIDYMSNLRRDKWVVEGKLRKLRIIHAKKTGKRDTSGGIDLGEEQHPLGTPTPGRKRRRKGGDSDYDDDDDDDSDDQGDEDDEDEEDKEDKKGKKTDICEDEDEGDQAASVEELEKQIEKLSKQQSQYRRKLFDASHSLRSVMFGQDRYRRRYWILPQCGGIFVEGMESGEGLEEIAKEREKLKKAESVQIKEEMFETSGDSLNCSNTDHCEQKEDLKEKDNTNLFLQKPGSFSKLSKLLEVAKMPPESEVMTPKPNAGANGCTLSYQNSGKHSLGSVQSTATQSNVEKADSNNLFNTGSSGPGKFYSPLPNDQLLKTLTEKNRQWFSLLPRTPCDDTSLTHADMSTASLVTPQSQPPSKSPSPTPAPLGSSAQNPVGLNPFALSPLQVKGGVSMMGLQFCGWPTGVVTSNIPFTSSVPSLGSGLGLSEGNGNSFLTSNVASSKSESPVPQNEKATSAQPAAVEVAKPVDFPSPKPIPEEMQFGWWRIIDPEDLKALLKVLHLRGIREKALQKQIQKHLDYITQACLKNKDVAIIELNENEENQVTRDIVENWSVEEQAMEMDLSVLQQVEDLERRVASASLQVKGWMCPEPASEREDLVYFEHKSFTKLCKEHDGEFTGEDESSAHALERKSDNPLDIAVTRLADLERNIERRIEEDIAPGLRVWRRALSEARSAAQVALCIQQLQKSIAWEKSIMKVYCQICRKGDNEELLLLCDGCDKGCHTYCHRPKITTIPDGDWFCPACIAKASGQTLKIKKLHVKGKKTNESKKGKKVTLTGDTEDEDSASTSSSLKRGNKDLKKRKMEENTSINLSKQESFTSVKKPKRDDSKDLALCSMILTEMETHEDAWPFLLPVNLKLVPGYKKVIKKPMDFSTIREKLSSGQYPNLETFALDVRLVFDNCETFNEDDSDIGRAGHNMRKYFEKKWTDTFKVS
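Complex of BAZ2B and biotin-H3K14Ac (50 nM apiece) forms over 30 min at RT, then faces library compounds up to 110 uM for another 30 min; AlphaScreen beads added, 20 min dark incubation, luminescence read.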
POLH inh – qHTS for Inhibitors of Polymerase Eta; recombinant Pol eta, fluorescent DNA replication assay; hit rate 1.2% among 390,000; Potency, µM (top dose mostly 114 µM), inactives show top-dose activity change, negative = inhibition, usual class: inhibitors; AID 588591, 2011; further: potency means the concentration at half of the fitted maximal effect; on the % scale 0 is the no-effect control and ±100 the full control effect
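Fluorescent replication assay: 50 nM final substrate added after a 15 min room-temperature compound preincubation with 10 nM enzyme. Signal taken at 0 min and again at 10 min.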
Pin1 inhibitor – qHTS Assay to Find Inhibitors of Pin1 | Pin1 FP peptide displacement, HiFluor488, 10 min | AID 504891, 2011 | hit rate 0.009% among 390,000 | Peptidyl-prolyl cis-trans isomerase NIMA-interacting 1 (Homo sapiens), Q13526 | Potency, µM (titrated, usually from 115 µM), for the others: top-dose activity, negative = inhibition, hits mostly inhibitors; active means well fitted inhibition curve with a large enough effect in the polarisation, with a control signal flat, not every such curve was filed as active; inconclusive means small, poorly fitted or top-dose-only effect, or effect the other way, or a change in a side signal; inactive means no such curve, though single readings can be large or run the other way; the % refers to the polarisation; further: potency means the concentration at half of the fitted maximal effect; on the % scale 0 is the no-effect control and ±100 the full control effect
Tb PGK inh – qHTS Assay to Find Inhibitors of Phosphoglycerate Kinase; Potency, µM (titrated, usually from 57.5 µM), for inactives: at the highest dose activity change, negative = inhibition, hits mostly inhibitors; hit rate 0.043% among 380,000; PGK/GAPDH coupled, Kinase-Glo luminescence, 60 min; further: potency means the concentration at half of the fitted maximal effect; on the % scale 0 is the no-effect control and ±100 the full control effect; nearly all actives have a fitted effect of over 60% in size
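Luminescent ATP detection (Kinase-Glo Plus) follows a 60-minute room-temperature incubation, with wells lacking PGK as controls. Buffer: 100 mM TEA (pH 7.6), 5 mM MgCl2, 0.01% Tween-20. Coupling enzyme GAPDH (100 nM final) supplies unstable 1,3-BPG in-well.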
HP1b chromo inh – HTS for Inhibitors of HP1-beta Chromodomain Interactions with Methylated Histone Tails; Potency, µM (highest dose often 114 µM), inactives show at the highest dose activity change, negative = inhibition, usual class: inhibitors; AlphaScreen HP1-beta / biotin-H3K9me3 peptide binding; Chromobox protein homolog 1 (Homo sapiens), P83916; hit rate 0.56% among 390,000; further: potency means the concentration at half of the fitted maximal effect; nearly all actives have a fitted effect of over 70% in size; inactives centre near 23
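Compound inhibition of the preformed complex between 50 nM HP1-beta and 50 nM biotinylated H3K9me3 peptide was read by AlphaScreen. Buffer was PBS pH 7.4 with 0.01% Tween-20. Incubations ran 30 min at room temperature, with 10 ug/mL donor/acceptor beads.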
PI4K2A inh – qHTS for small molecular inhibitors of PI4K2A. hit rate 0.13% among 420,000. activity change, negative = inhibition, % at 76.9 µM. purified PI4K2A, ADP-Glo luminescence, 1 h; hits give low values. AID 1346378, 2018; in the data active means activity change below about -50%; inconclusive means mostly about -30% to -49%;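 further: -100% = wells without enzyme as full effect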
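In this quantitative HTS, ADP production by PI4K2A was quantified luminescently after 1 h at ambient temperature; 100 microM adenosine served as plate-quality control.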
G9a inh – qHTS Assay for Inhibitors of Histone Lysine Methyltransferase G9a; hit rate 8.8% among 350,000; AID 504332, 2011; G9a H3K9 monomethylation, AlphaScreen, 2 h; Potency, µM (highest dose often 102 µM), without a hit: top-dose activity, negative = inhibition, hits mostly inhibitors; further: potency means the concentration at half of the fitted maximal effect; on the % scale 0 is the no-effect control and ±100 the full control effect; nearly all actives have a fitted effect of over 75% in size
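Signal arises when biotinylated H3K9 peptide, once monomethylated, bridges streptavidin donor and antibody-captured acceptor beads. Enzyme at 20 nM was preincubated 15 min with test compounds; peptide 500 nM and SAM 20 uM then reacted for 2 h.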
GLS inhibitor – qHTS for Inhibitors of Glutaminase (GLS); Glutaminase kidney isoform, mitochondrial (Homo sapiens), O94925; GLS enzymatic activity, qHTS titration; Potency, µM (titrated, usually from 45.5 µM), for inactives: at the highest dose activity change, negative = inhibition, actives largely listed as inhibitors; hit rate 0.21% among 410,000; AID 624170, 2012; further: potency means the concentration at half of the fitted maximal effect; on the % scale 0 is the no-effect control and ±100 the full control effect
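Read-out is an Amplex red fluorescence increase coupled through glutamate oxidase and HRP, measured before and after 30 min room-temperature incubation. hKGA is in 45 mM KH2PO4 (pH 8.2) with 0.02% Tween-20; glutamine added as 1mM solution.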
JMJD2A Tudor inh – qHTS Assay for Inhibitors of JMJD2A-Tudor Domain. hit rate 4.4% among 390,000. Potency, µM (series often up to 114 µM), for inactives: top-dose activity change, negative = inhibition, actives largely listed as inhibitors. Lysine-specific demethylase 4A (Homo sapiens), O75164. AlphaScreen JMJD2A-Tudor / H3K4me3 peptide binding; further: potency means the concentration at half of the fitted maximal effect; on the % scale 0 is the no-effect control and ±100 the full control effect; nearly all actives have a fitted effect of over 50% in size
* hit, by the source's call; i = inactive; u = inconclusive; x = not tested or not shown; [ ] = another dose, or the depositor's remark. Unless noted, the call rests on the fitted dose curve; in most records, active means well fitted curve in the direction sought with a large enough effect; inconclusive means small, poorly fitted or top-dose-only effect, or another doubt; inactive means no such curve, though single readings can be large; an effect the other way counts as inactive or inconclusive. A portion of the library. The share of hits here may be higher or lower than overall.

SMILES	BAZ2B inh	POLH inh	Pin1 inhibitor	Tb PGK inh	HP1b chromo inh	PI4K2A inh	G9a inh	GLS inhibitor	JMJD2A Tudor inh
COc1ccc(S(=O)(=O)N(C)C2(C)CCS(=O)(=O)C2)cc1OC (centres undefined)	4%	4%	-9%	-9%	-6%	2	-19%	-11%	-10%
Cc1ccc(S(=O)(=O)Cn2nnnc2CN2CCN(C(=O)c3ccco3)CC2)cc1	-3%	-3%	-2%	-8%	34%	1	-27%[59 µM]	8%	-3%
CC(C)C[C@H](NC(=O)C1CC(=O)N(c2ccc(F)cc2)C1)C(=O)N1CCCCC1 (some centres undefined)	-8%[57.1 µM]	-4%	-1%	-7%	39%[activator]	-4	-8%	-3%	8%
CCCCCCS(=O)Cc1ccccc1 (centres undefined)	12%	0%	-2%	0%	-9%	-10	7%[12.7 µM]	0%	1%[11.4 µM]
CC1CN(S(=O)(=O)c2ccccc2)CC(C)O1 (centres undefined)	-19%	-8%	u	0%	31%	4	-25%[12.7 µM]	3%	-9%
COc1cccc(NC(=O)N2CCCC2C(=O)NC(C)C)c1 (centres undefined)	13%	-11%	0%	-5%	14%	0	-28%	3%	-4%
O=C1CN(S(=O)(=O)c2ccc(F)cc2)CCN1	x	3%	-11%	-4%	7%	3	x	-12%	-5%
O=C(NCCc1cccs1)C1CC(c2cccc(F)c2)=NO1 (centres undefined)	3%	-3%	1%	0%	24%	-2	2%[12.7 µM]	3%	-9%
CCCN(CCC)S(=O)(=O)c1cc(CN2C(=O)c3cccnc3C2=O)ccc1OC	-17%	-7%	4%	i	35%	-4	-10%	2%	-2%
COc1ccc(C(=O)N2CCN(S(=O)(=O)c3ccc(F)cc3)CC2)cc1OC	-15%	-19%	-2%	-10%	14%	-2	-32%	1%	-13%
N#Cc1c(N)nc(N2CCCC2)c(C#N)c1-c1ccc(Cl)cc1	4%	-15%	5%	-4%	39%[activator]	-2	2%[59 µM]	-3%	-1%
COc1ccc(CCNc2nc3c(c(=O)n(C)c(=O)n3C)n2Cc2ccccc2Cl)cc1OC	-2%	-24%	-2%	-8%	11%	-7	-23%[59 µM]	18%	-30%
CC1CC=C(O)C12OCC(C)(C)CO2 (centres undefined)	x	1%	-4%	1%	28%	-1	x	15%	-9%
Cc1cccc(-n2c(Cc3cc(=O)[nH]c(=O)[nH]3)nnc2SCC(=O)N2CCCCC2)c1	8%	-11%	-1%	-5%	39%[activator]	-2	u	-4%	-1%
O=C(c1ccc(Cl)cc1)N(c1ccccn1)C1CCCCC1	1%	-17%	-1%	i	17%	-6	6%	11%	-7%
CC1(c2ccccc2)NC(=O)N(CC(=O)Nc2ccc3c(c2)CCC3)C1=O (centres undefined)	x	-11%	2%	i	22%	2	x	-11%	-7%
CCOC(=O)C1CCN(C(=O)C2(NC(=O)Nc3ccc(F)cc3F)CCCCC2)CC1	-3%	-4%	9%	-3%	9%	-7	-1%	-5%	-9%
CC(C)n1nc(C(=O)Oc2ccc(Cl)cc2)c2ccccc2c1=O	27%	-11%	-1%	7%	110%[activator]	9	26%[59 µM]	14%	34%
CCCOc1ccc(NC2=CC(=O)CC(C)(C)C2)cc1	8%	-9%	-1%	-4%	4%	12	-34%[59 µM]	28%	-18%
O=C(NCc1ccco1)C1CCCN(S(=O)(=O)Cc2ccccc2)C1 (centres undefined)	0%	2%	4%	-2%	-6%	-2	-3%[59 µM]	11%	-12%
CCN1C(=O)[C@H]2[C@H]3CN=C(SCc4ccc(Cl)cc4)N3[C@@](Cc3ccccc3)(C(=O)OC)[C@H]2C1=O	x	-17%	6%	-9%	78%[activator]	-4	x	5%	u
Cc1ccccc1Cn1c(=O)n(CCc2ccccc2)c(=O)c2sc3ccccc3c21	-34%	-5%	3%	-6%	17%	-6	-8%[59 µM]	-4%	-6%
Cc1[nH]nc(SCC(=O)NCc2ccc(Cl)cc2)c1[N+](=O)[O-]	2%	-13%	-5%	-7%	40%[activator]	0	-2%[59 µM]	-6%	-4%
O=C(Cc1c[nH]c2ccccc12)NC1(C(=O)NC2CCCC2)CCCCC1	-20%	-12%	-5%	-7%	22%	0	22%[59 µM]	5%	-2%
COc1cc(OC)c(NC(=O)CCc2nc(-c3cccs3)no2)cc1Cl	-2%	-17%	-1%	-6%	39%	7	u	-1%	1%
O=S(=O)(NCc1ccncc1)c1ccccc1	3%	0%	-8%	-1%	44%[activator]	-5	12%	-2%	-11%[57.1 µM]
Cc1cc(C)cc(N2C(=O)CC(Cn3nc(C)cc3C)C2=O)c1 (centres undefined)	-2%	-18%	-1%	0%	19%	5	47%[59 µM]	-3%	4%
Cc1ccnc(Cc2ccccc2)n1	-12%	8%	-6%	11%	68%[activator]	4	17%	7%	-14%
O=C(CN(c1ccc2c(c1)OCCO2)S(=O)(=O)c1ccccc1)Nc1ccc2c(c1)OCO2	-38%	-3%	-1%	i	9%	2	-24%[59 µM]	0%	-19%
N=c1c(C(=O)NCCc2ccccc2)cc2c(=O)n3ccccc3nc2n1CC1CCCO1 (centres undefined)	6%	-15%	-2%	-7%	52%[activator]	6	65%[activator]	-13%	-2%
CCN1C(=O)c2cccc3c(NC(=O)c4ccc5c(c4)OCCO5)ccc1c23	15%	2%	u	x	44%[activator]	-3	12%[59 µM]	4%	-10%
O=C(COc1ccc2c(-c3ccccc3)cc(=O)oc2c1)NCCCN1CCOCC1	-9%	-8%	-10%	-1%	20%	7	u	6%	-17%
CCc1ccc(S(=O)(=O)Nc2cccc(-c3ccc(N4CCC(C)CC4)nn3)c2)s1	-38%	-18%	39%[activator]	-5%	4%[57 µM]	-1	1%[59 µM]	6%	u
COc1ccc(NC(=O)COC(=O)c2ccc3ccccc3n2)cc1OC	x	u	13%	-5%	21%	-1	x	-5%	-18%
Cc1c(Cl)cccc1NC(=O)c1oc2ccc(S(=O)(=O)N3CCCCCC3)cc2c1C	5%	0%	19%	2%	11%	0	-4%[59 µM]	-2%	-13%
CC(C)Nc1nc2c(S(=O)(=O)c3cccc(Cl)c3)nnn2c2ccsc12	-33%	-10%	-12%	-2%	35%	2	-8%[59 µM]	-10%	-7%
COc1cccc(CNCc2cccnc2)c1OCc1ccccc1	u	-15%	-2%	-4%	21%	1	79µM*	-5%	3%
Nc1cccc(Oc2ccc3c(c2)C(=O)N(CC2CCCO2)C3=O)c1 (centres undefined)	-10%	-14%	-3%	-1%	20%	5	x	2%	-25%
COc1cc(C(=O)NCc2nnc(SCC(=O)Nc3cccc(C)c3)o2)cc(OC)c1OC	2%	-14%	0%	-6%	35%	0	11%	-2%	6%
COc1ccc(-c2oc3ncn4nc(COc5ccc(C)cc5)nc4c3c2-c2ccc(OC)cc2)cc1	-19%	-18%	-2%	-11%	34%	4	1%[59 µM]	-5%	0%
COC(=O)Cc1cc(=O)[nH]c(/N=C(\N)Nc2cccc(C)c2)n1	-9%	-6%	-6%	-6%	33%	0	-40%	0%	3%
Cc1ccc(-n2c(SCC(=O)c3ccccc3)nc3c([nH]c4ccccc43)c2=O)cc1	3%	3%	-3%	-7%	19%[57 µM]	1	8%[59 µM]	5%	-14%
CCCC(C)NC(=O)COC(=O)c1cccc(NS(C)(=O)=O)c1 (centres undefined)	3%	-9%	-8%	-2%	-1%	3	x	0%	u
O=C(CSc1ccc2nnc(-c3cccnc3)n2n1)Nc1ccccc1	-11%	0%	-7%	-7%	41%[activator]	3	50µM*	-4%	-23%
Cc1cccc2c(C(=O)O)c3cccc(C)c3nc12	x	-3%	-12%	-1%	20%	-4	x	-2%	-17%
N#Cc1c(-c2cccs2)nc(SCC(=O)c2ccc(Br)cc2)[nH]c1=O	u	35µM*	31%[activator]	u	u	2	40µM*	-21%	-35%
COc1ccccc1N=Nc1ccc(O)c2ncccc12	20µM*	u	u	-3%	10µM*	u	45µM*	2%	45µM*
CN(CCC1CCCCO1)C(=O)CCc1nnc(Cc2c[nH]c3ccccc23)o1 (centres undefined)	-15%	-19%	8%	4%	35%	4	79µM*	-8%	-8%
S=C(N/N=C/c1ccc(Cl)cc1)N1CCOCC1	u	-20%	-2%	-8%	-6%	4	u	8%	-28%
O=C(C1COc2ccccc2O1)N1CCCCC1 (centres undefined)	-6%	-9%	-2%	-3%	39%[activator]	0	8%[59 µM]	-1%	-22%

In a second layout: 4 of the compounds above.
BAZ2B inh | POLH inh | Pin1 inhibitor | Tb PGK inh | HP1b chromo inh | PI4K2A inh | G9a inh | GLS inhibitor | JMJD2A Tudor inh | Structure
u | -15% | -2% | -4% | 21% | 1 | 79µM* | -5% | 3% | COc1cccc(CNCc2cccnc2)c1OCc1ccccc1
-10% | -14% | -3% | -1% | 20% | 5 | x | 2% | -25% | Nc1cccc(Oc2ccc3c(c2)C(=O)N(CC2CCCO2)C3=O)c1 (centres undefined)
2% | -14% | 0% | -6% | 35% | 0 | 11% | -2% | 6% | COc1cc(C(=O)NCc2nnc(SCC(=O)Nc3cccc(C)c3)o2)cc(OC)c1OC
-19% | -18% | -2% | -11% | 34% | 4 | 1%[59 µM] | -5% | 0% | COc1ccc(-c2oc3ncn4nc(COc5ccc(C)cc5)nc4c3c2-c2ccc(OC)cc2)cc1
